# Bioassay records as filed in PubChem BioAssay.
# Rab2A wt mod: changes GTP binding to wildtype dog Rab2A, up or down. P61105. GST-Rab2 wt beads, Bodipy-GTP binding, flow cytometry. GTP binding activity, % at 10 µM. 190,000 compounds, 0.19% hits. AID 760;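 active = GTP binding activity at least 20 points away from 100%, either lowered or raised; inconclusive = signal likely due to the compound's own green fluorescence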;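 note: 0% = beads with excess unlabeled GTP and 100% = no-compound control corrected for plate trend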
# Cdc42 wt: changes GTP binding to wildtype human Cdc42; GST-Cdc42 beads, Bodipy-GTP binding, flow cytometry; actives lie on both sides; percent activity (GTP binding), % at 10 µM; 190,000 compounds, 0.2% hits;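 active = percent activity GTP binding at least 20 points away from the 100% baseline, either down as inhibitor or up as activator; inconclusive = compound flagged as likely green fluorescent from well-wide comparison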;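 note: median bead fluorescence of bound Bodipy-FL-GTP at 100 nM; 0% = excess unlabeled GTP control and 100% = no compound control; below 100% means less GTP binding so inhibitor and above means activator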
# Target sequence (P60953 whole entry, looked up): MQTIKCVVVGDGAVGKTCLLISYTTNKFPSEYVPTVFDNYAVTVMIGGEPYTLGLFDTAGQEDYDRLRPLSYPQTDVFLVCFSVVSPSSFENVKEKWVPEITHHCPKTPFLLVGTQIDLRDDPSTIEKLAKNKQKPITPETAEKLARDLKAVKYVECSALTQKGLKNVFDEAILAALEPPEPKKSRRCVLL
# GSH fluor: GSH bead compound fluorescence profile; GSH beads flow cytometry, compound fluorescence 488/530 nm; active compounds read high; fluorescence (KMESF) at 10 µM; 190,000 compounds, 0.25% hits; AID 1776; in the data active = fluorescence above about 89;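 note: glutathione beads carrying GST-tagged Bcl family fusion proteins plus one bare bead set; values are compound well signal with DMSO vehicle wells as background; inactives centre near 16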
# Avidin fluor: compound fluoresces at 488/530 nm on avidin beads | AID 1775 | fluorescence (KMESF) at 10 µM | 220,000 compounds, 0.38% hits | compound fluorescence 488/530 nm, flow cytometry; active compounds read high; in the data active = fluorescence above about 47; note: inactives centre near 10
# Rac1 act GTP bind: human Rac1 activated mutant GTP binding change. GST-Rac1 activated beads, fluorescent GTP binding, flow cytometry; actives lie on both sides; 100% means binding = to untreated wells. percent activity (GTP binding), % at 10 µM. 190,000 compounds, 0.11% hits;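 active = GTP binding at least 20 percentage points away from the 100% baseline, in either direction, so actives lie on both sides; inconclusive = Compound likely fluorescent itself, or too few beads counted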
# Mcl1 Bid PPI: Mcl-1/Bid interaction inhibition. Q07820. AID 1021. 220,000 compounds, 0.97% hits. inhibition, % at 21.7 µM. TR-FRET Mcl-1/Bid-Dy647 peptide binding, 1536-well;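 active = compounds that cut the binding signal by more than half at the single screening dose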;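 note: His-tagged Mcl-1 with europium anti-His antibody binding Bid BH3 peptide; 0% = Mcl-1 plus peptide wells and 100% = peptide-only wells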
# Target sequence (Q07820 whole entry, looked up): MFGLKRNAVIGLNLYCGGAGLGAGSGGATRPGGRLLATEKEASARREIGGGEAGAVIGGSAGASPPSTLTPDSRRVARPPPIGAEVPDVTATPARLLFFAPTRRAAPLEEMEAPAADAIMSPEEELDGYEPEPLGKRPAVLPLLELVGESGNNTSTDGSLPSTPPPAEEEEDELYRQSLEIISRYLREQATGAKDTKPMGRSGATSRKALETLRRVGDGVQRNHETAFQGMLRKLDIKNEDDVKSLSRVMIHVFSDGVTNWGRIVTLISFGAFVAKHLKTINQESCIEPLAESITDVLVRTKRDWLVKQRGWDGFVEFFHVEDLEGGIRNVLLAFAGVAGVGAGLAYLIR
# HRas wt GTP: human HRas wildtype GTP binding, change in either direction; P01112; GST-Ras wt beads, Bodipy-FL-GTP binding, flow cytometry; actives lie on both sides; GTP binding activity, % at 10 µM; 190,000 compounds, 0.14% hits;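 active = GTP binding activity at least 20% away from the 100% baseline, either lowered as inhibitor or raised as activator; inconclusive = flagged as likely green fluorescent, judged across all proteins in the well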;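 note: 0% = unlabeled GTP competition control and 100% = no-compound control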
# Target sequence (P01112 whole entry, looked up): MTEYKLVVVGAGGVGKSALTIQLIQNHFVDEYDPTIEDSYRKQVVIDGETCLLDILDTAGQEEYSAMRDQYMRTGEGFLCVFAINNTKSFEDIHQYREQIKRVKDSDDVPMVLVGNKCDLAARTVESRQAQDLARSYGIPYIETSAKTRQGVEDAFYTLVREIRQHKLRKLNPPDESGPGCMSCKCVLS
# Rac1 wt GTP bind: human Rac1 wildtype GTP binding, inhibitors and activators; P63000; GST-Rac1 beads, fluorescent GTP binding, flow cytometry; actives lie on both sides; 0 = cold GTP competed, 100 = untreated; GTP binding activity (% of control), % at 10 µM; 190,000 compounds, 0.27% hits;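 active = GTP binding activity at least 20 points away from the 100% control level, either lower or higher; inconclusive = compound flagged as likely green fluorescent, judged across all proteins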
# Pf gamet viab: inhibitors of late stage P. falciparum gametocyte viability. AID 743093. P. falciparum stage V gametocytes, ATP luminescence, 24 h. inhibition, % at 10.9 µM. 150,000 compounds, 0.065% hits;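 active = inhibition above the mean plus 3 SD of compounds within the control limits, set per campaign, cut at about 38% in these data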;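 note: 0% = DMSO wells and 100% = medium only without gametocytes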
# Rab7 wt modul: dog Rab7 wildtype GTP binding, inhibitors and activators | GTP binding activity (percent of control), % at 10 µM | GST-Rab7 beads, fluorescent GTP binding, flow cytometry; actives lie on both sides; untreated = 100%, excess cold GTP = 0% | 190,000 compounds, 0.055% hits | AID 758;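 active = fluorescent GTP binding to Rab7 beads changed by at least 20 points from the 100% baseline, either direction, mostly lower; inconclusive = compound itself probably fluorescent, or too few beads counted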;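 note: median green fluorescence of bound Bodipy-FL-GTP per Rab7 bead population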
# Mcl1-Noxa inh: disrupts binding of human Mcl-1 to Noxa peptide. AID 1022. inhibition, % at 21.7 µM. 220,000 compounds, 1.5% hits. TR-FRET Mcl-1/Noxa peptide binding, 2 h. Q07820;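 active = compounds that cut the protein-peptide binding signal by more than 50% relative to plate controls in a single-dose test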;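 note: His-tagged Mcl-1 with rhodamine Noxa BH3 peptide and terbium anti-His antibody; 0% = Mcl-1 plus Noxa peptide wells and 100% = peptide-only wells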
# An asterisk follows results filed as active; u = inconclusive; x = no result given.
SMILES,Rab2A wt mod,Cdc42 wt,GSH fluor,Avidin fluor,Rac1 act GTP bind,Mcl1 Bid PPI,HRas wt GTP,Rac1 wt GTP bind,Pf gamet viab,Rab7 wt modul,Mcl1-Noxa inh
COc1ccc(S(=O)(=O)Nc2c(C)n(C)n(-c3ccccc3)c2=O)cc1,100.0,101.0,28,15,99.0,-4.5,102.0,99.0,-23.4,100.0,7.1
COc1ccc(NC(=O)c2oc3ccccc3c2NC(=O)C2CC2)cc1,100.0,98.0,15,8,98.0,-6.6,98.0,101.0,-30.7,100.0,9.5
CCOc1cc(CNCC2CCCN2CC)cc(Cl)c1OC (stereo not given),96.0,97.0,10,21,100.0,9.2,98.0,99.0,5.8,95.0,19.8
COc1ccc(-c2nc3ccc(C)cn3c2NCc2ccc3c(c2)OCO3)cc1,93.0,94.0,23,11,94.0,-63.9,92.0,98.0,-6.2,94.0,19.5
O=S(=O)(c1ccc(Oc2ccc(Cl)cc2)c(S(=O)(=O)N2CCCCC2)c1)N1CCCCC1,99.0,100.0,27,13,98.0,-5.2,100.0,98.0,4.7,97.0,18.5
Cc1c(C(=O)c2ccc(Cl)c(Cl)c2)cnc2cc3c(cc12)OCO3,98.0,100.0,46,7,97.0,-4.0,101.0,104.0,x,96.0,7.4
C[N+](C)(C)CCOP(=O)([O-])OC[C@H](O)CO,95.0,95.0,16,x,98.0,-1.7,96.0,100.0,x,100.0,16.0
Cc1cccnc1NC(=O)Nc1ccc(F)cc1,99.0,98.0,27,8,99.0,9.4,101.0,102.0,x,97.0,2.7
CCCC(=O)Nc1sc(C(=O)Nc2cccc(N)c2)c(C)c1C(=O)OC,97.0,98.0,10,8,97.0,-46.4,98.0,101.0,-8.4,97.0,9.0
CC[n+]1c(/C=C(/C)SC)sc2ccccc21,99.0,101.0,12,13,97.0,49.1,98.0,103.0,-29.4,96.0,6.9
COc1cc(/C=C/C(=O)O)cc(S(=O)(=O)Nc2ccccc2SC)c1OC,100.0,103.0,3,10,100.0,-30.5,101.0,105.0,-10.0,99.0,15.3
COc1ccc(-c2noc(CN3CCN(c4ccccc4F)CC3)n2)cc1OC,u,u,75,11,u,-10.8,u,u,2.6,u,17.3
COc1ccc(-c2nc(N)nc(C)c2Oc2ccccc2Br)c(O)c1,86.0,89.0,12,16,96.0,-16.2,89.0,95.0,6.5,85.0,2.1
CC(C)(Oc1ccc(Cl)cc1)C(=O)N/N=C/c1cn[nH]c1-c1ccccc1,103.0,103.0,21,13,101.0,22.1,102.0,103.0,0.3,97.0,22.4
COc1nc2ccccc2nc1OC,97.0,96.0,18,7,97.0,26.6,97.0,97.0,x,95.0,31.3
Cc1cc(=O)n2[nH]c(-c3ccco3)nc2n1,99.0,101.0,24,13,98.0,10.7,99.0,105.0,x,99.0,1.4
CCOc1ccc(NC(=O)c2cnccn2)cc1,100.0,103.0,28,5,97.0,-6.2,102.0,105.0,2.3,103.0,2.1
C=CCNC(=O)CC(=O)N/N=C/c1cccc(Br)c1,98.0,99.0,14,25,98.0,-0.5,100.0,103.0,5.3,99.0,-6.7
CN(/N=C/c1c[nH]c2ccccc12)c1cnn(-c2ccc(F)c(Cl)c2)c(=O)c1Cl,94.0,96.0,11,17,92.0,-13.0,96.0,95.0,10.0,94.0,6.7
CCN(CC)S(=O)(=O)c1ccc(NC2c3ccccc3C(=O)N2c2ccc(C)cn2)cc1 (stereo not given),101.0,99.0,25,4,99.0,-11.3,100.0,106.0,x,101.0,17.6
CCSc1ccccc1C(=O)N1CCN(c2ccccc2F)CC1,100.0,98.0,51,10,98.0,-0.4,100.0,100.0,x,100.0,1.5
O=C(Nc1nc(-c2ccccc2)c(-c2ccccc2)s1)c1ccc(S(=O)(=O)N2CCCCC2)cc1,102.0,102.0,6,12,104.0,-87.8,103.0,108.0,-5.7,102.0,-107.1
O=C(CSC(=S)N1CCOCC1)N1N=CCC1c1ccccc1 (stereo not given),101.0,103.0,17,8,100.0,-3.4,100.0,106.0,-0.1,100.0,19.0
CCc1cccc(NC(=O)Cn2cc3c(n2)CCCC3)c1,98.0,103.0,15,23,98.0,-5.5,99.0,103.0,x,98.0,7.3
O=C1CSC(=O)N1CCOCCN1C(=O)CSC1=O,99.0,101.0,24,7,98.0,-5.3,98.0,100.0,x,101.0,6.8
O=C(Nc1ccc2c(c1)OCCO2)c1ccccc1F,95.0,98.0,9,19,99.0,-17.7,97.0,104.0,30.0,91.0,-26.3
COC(=O)COc1ccc(/C=C2/NC(=O)N(CC(=O)OC)C2=O)cc1,99.0,96.0,14,7,98.0,-39.1,98.0,99.0,-2.5,103.0,14.1
COc1ccc(Cl)cc1NC(=O)N1CCN(S(C)(=O)=O)CC1,99.0,100.0,33,12,100.0,-18.2,100.0,104.0,-24.8,97.0,-6.2
CCOc1ccc(OCCOCCn2ccnc2)cc1,104.0,107.0,15,x,98.0,26.2,104.0,105.0,x,100.0,9.0
CC1(C)C2CCC1(C)C(NC(=O)CCN1CCCCC1)C2 (stereo not given),100.0,103.0,41,5,98.0,9.4,103.0,100.0,x,101.0,-29.7
N=C1SC(c2ccccc2)C(=O)N1c1ncc(Cc2ccccc2Cl)s1 (stereo not given),96.0,101.0,11,4,96.0,-46.4,98.0,100.0,-8.2,99.0,-61.0
O=C(CN1CCCC1)Nc1ccccc1Sc1ccc(Cl)cc1,95.0,91.0,12,10,92.0,8.9,92.0,93.0,-19.0,93.0,3.1
COc1ccc(/C=N/N=C2/C(=O)Nc3ccccc32)cc1O,97.0,94.0,19,10,90.0,-33.3,96.0,90.0,-18.0,106.0,41.0
CCOC(=O)c1cnc2ccc(OCC)cc2c1N1CCN(c2ccccc2)CC1,95.0,101.0,14,26,96.0,-26.9,95.0,101.0,-5.4,96.0,-2.5
CCN(CC)C(=O)c1ccccc1NS(C)(=O)=O,95.0,97.0,18,9,97.0,-16.8,92.0,95.0,x,94.0,-9.6
COc1ccc(C2CC(=O)C(C=NCCN3CCOCC3)=C(O)C2)cc1 (stereo not given),103.0,104.0,4,15,97.0,-7.6,102.0,99.0,x,103.0,9.3

# Single entries from the list.
# Rab7 wt modul with `COc1ccc(C2CC(=O)C(C=NCCN3CCOCC3)=C(O)C2)cc1` (stereo not given) reads 103.0
# Mcl1 Bid PPI with `CC[n+]1c(/C=C(/C)SC)sc2ccccc21` reads 49.1
# Rac1 act GTP bind with `CC1(C)C2CCC1(C)C(NC(=O)CCN1CCCCC1)C2` (stereo not given) reads 98.0

# (more compounds)
SMILES,Rab2A wt mod,Cdc42 wt,GSH fluor,Avidin fluor,Rac1 act GTP bind,Mcl1 Bid PPI,HRas wt GTP,Rac1 wt GTP bind,Pf gamet viab,Rab7 wt modul,Mcl1-Noxa inh
CCC(CC)C(=O)c1c[nH]c(C(=O)NCc2cccs2)c1,97.0,98.0,12,6,93.0,-8.5,98.0,99.0,0.9,99.0,21.7
O=C1CCc2cc(S(=O)(=O)N3CCN(c4ccccc4F)CC3)ccc2N1,99.0,101.0,44,4,101.0,0.2,101.0,104.0,x,98.0,-15.5
O=C1c2oc3ccc(Cl)cc3c(=O)c2C(c2ccco2)N1CCN1CCOCC1 (stereo not given),96.0,94.0,15,22,94.0,-5.0,97.0,99.0,x,101.0,14.9
C=CCn1c(CCCNC(=O)CCC)nc2ccccc21,101.0,101.0,21,8,100.0,-1.6,103.0,104.0,x,102.0,-15.3
CCOC(=O)N/N=C1\CCc2ccccc21,97.0,100.0,12,3,98.0,-0.4,98.0,106.0,x,100.0,-8.6
CC(=O)Sc1nc(-c2ccccc2)[nH]c1S(=O)(=O)c1ccc(C)cc1,97.0,95.0,8,6,91.0,-53.1,94.0,94.0,x,110.0,70.1*
CCOC(=O)CCc1c(C)nc(SCCN2CCCC2)c(C#N)c1C,98.0,99.0,41,8,99.0,-36.3,99.0,100.0,x,99.0,7.9
CSCCC(NC(N)=O)C(=O)N(C)CC(=O)Nc1ccc(C)cc1 (stereo not given),101.0,104.0,14,8,104.0,-13.0,101.0,111.0,-21.7,108.0,17.3
CCOc1ccc(N2C(=O)CC(SCC(=O)O)C2=O)cc1 (stereo not given),102.0,101.0,14,11,98.0,-3.5,102.0,104.0,-4.6,106.0,-1.7
Cc1ccccc1OCCn1cnc2cc([N+](=O)[O-])ccc2c1=O,u,u,13,4,u,-13.2,u,u,x,u,31.5
O=C(c1ccc(NC(=O)C2(c3ccccc3)CCOCC2)cc1)N1CCOCC1,96.0,98.0,26,14,95.0,-2.9,98.0,97.0,-3.9,99.0,2.2
CCN(CC(=O)Nc1ccc(N2CCOCC2)cc1)Cc1nc2ccccc2c(=O)[nH]1,107.0,107.0,22,10,103.0,-56.5,107.0,103.0,10.7,104.0,-2.0
Cc1ccc(-c2nn(C(C)(C)C)c3ncnc(NS(=O)(=O)c4ccc([N+](=O)[O-])cc4)c23)cc1,97.0,96.0,23,10,94.0,-13.9,96.0,95.0,-9.3,96.0,12.0
NC(=O)c1ccc(N=Cc2ccc([N+](=O)[O-])s2)cc1,100.0,103.0,6,11,100.0,-2.1,100.0,106.0,-25.0,97.0,19.1
CCNCc1nc2cc(Cl)ccc2c(=O)[nH]1,102.0,101.0,15,6,98.0,-36.7,100.0,101.0,7.9,108.0,5.4
CCOC(=O)C1=C(CC)Nc2ccccc2N=C1NC(=O)c1ccc(OC)c(S(=O)(=O)N2CCCCC2C)c1 (stereo not given),u,u,16,8,u,-10.7,u,u,x,u,4.3
O=C(O)CCC(=O)Nc1ccc(C(=O)OCC(=O)c2ccc(Cl)cc2Cl)cc1,95.0,92.0,13,14,94.0,-18.0,95.0,94.0,-9.8,97.0,41.0
O=C(NCc1ccccc1Cl)c1cnc2n(c1=O)CCS2,101.0,103.0,19,8,102.0,-5.5,103.0,105.0,x,99.0,-4.0
